TPT1 inhibitor: C. albicans TPT1 enzyme inhibition; recombinant caTPT1, FP RNA substrate dephosphorylation; inhibition, % at 5 µM; actives 0.81% (n = 300,000);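 active = inhibition above the mean of all tested compounds plus 3 SD, set per screening campaign, cut at about 24% in these data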;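 also: plate controls were DMSO alone for no effect and ferristatin control at 100 nM for full effect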
PREPL inh: human PREPL enzyme inhibition | actives 0.68% (n = 320,000) | recombinant PREPL, fluorescence polarization activity-based probe | inhibition, % at 5.96 µM | Q4J6C6; in the data active = inhibition above about 43%;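 also: 0% = enzyme with DMSO and 100% = wells lacking enzyme; many of its hits are not listed in these tables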
PP5 inh: inhibitors of human protein phosphatase 5 (PP5); P53041; purified PP5c, OMFP substrate fluorescence; inhibition, % at 6.7 µM; actives 0.18% (n = 320,000); AID 1987;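 active = inhibition above the campaign's mean inhibition across all tested compounds plus 3 SD, cut at about 9.5% in these data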;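 also: 0% = DMSO only and 100% = 100 µM cantharidin control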
Target sequence (P53041 whole entry, looked up): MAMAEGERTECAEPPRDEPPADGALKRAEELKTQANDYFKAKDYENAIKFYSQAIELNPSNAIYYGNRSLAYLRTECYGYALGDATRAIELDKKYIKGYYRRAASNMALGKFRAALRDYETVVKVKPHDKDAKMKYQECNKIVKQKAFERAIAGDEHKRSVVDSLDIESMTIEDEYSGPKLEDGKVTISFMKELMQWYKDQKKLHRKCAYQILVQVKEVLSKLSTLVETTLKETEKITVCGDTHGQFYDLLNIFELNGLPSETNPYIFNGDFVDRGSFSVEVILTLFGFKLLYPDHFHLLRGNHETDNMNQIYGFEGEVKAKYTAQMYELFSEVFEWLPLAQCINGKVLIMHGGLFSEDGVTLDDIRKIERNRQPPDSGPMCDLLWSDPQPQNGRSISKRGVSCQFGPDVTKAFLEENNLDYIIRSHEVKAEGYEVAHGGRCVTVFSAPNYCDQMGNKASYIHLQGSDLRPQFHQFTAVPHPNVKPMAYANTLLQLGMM
CTSL1 counter: cathepsin L1 inhibition, PFM18AAP counter-screen; recombinant F. hepatica cathepsin L1, Z-Leu-Arg-MCA fluorescence; inhibition, % at 5.96 µM; actives 0.49% (n = 300,000);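 active = inhibition above the mean of all tested compounds plus 3 SD, set per screening campaign, cut at about 17% in these data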;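 also: 0% = plate median of test compound wells and 100% = 1 µM Z-Phe-Ala-diazomethylketone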
HCV core dimer: HCV core protein dimerization inhibition; AID 1899; inhibition, % at 5 µM; TR-FRET GST/Flag-core106 dimerization, 1536-well; actives 0.33% (n = 300,000);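 active = inhibition above the mean of all tested compounds plus 3 SD, set per screening campaign, cut at about 45% in these data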
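System: GST-tagged and Flag-tagged HCV core protein residues 1-106 / Input: core106 proteins, GST 13.5 nM and Flag 17 nM / Buffer or medium: KF-containing HEPES buffer, pH 7.45, DTT, CHAPS, BSA / Probe or stimulus: Eu-anti-GST and XL665-anti-Flag labelled anti-tag antibodies / Schedule: 4 h, 22.5 °C incubation / Technique: TR-FRET 671 and 617 nm emission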
Efflux pump mplx: antifungal efflux pump inhibition, Nile Red retention. S. cerevisiae Candida pump triplex. actives 0.44% (n = 330,000). inhibition, % at 10 µM;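 active = plate passing quality check with inhibition over a set limit, or well fluorescence over plate mean plus 4 SD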;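 also: Nile Red retained in pooled yeast measured as flow cytometry median fluorescence; 0% = buffer negative control and 100% = Enniatin B positive control; higher means more Nile Red kept so more efflux inhibition; some compounds called inactive have numbers as strong as hits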
JMJD2C inh: human JMJD2C demethylase inhibition; AID 2099; GST-JMJD2C(1-420) H3K9me3 demethylation, DELFIA europium; inhibition, % at 2.35 µM; Q9H3R0; actives 0.069% (n = 330,000);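 active = more than half of a compound's replicate wells show inhibition beyond 50%, single wells judged on their own value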;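 also: signal counts dimethyl H3K9 product captured on neutravidin plate; 0% = median of DMSO wells and 100% = 0.3 times that DMSO median; strong numbers were not always called active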
PP1 inh: blocks human PP1-alpha phosphatase, a PP5 counter-screen; P62136; inhibition, % at 6.7 µM; purified PP1alpha, OMFP fluorescence; actives 0.9% (n = 320,000); AID 2235;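 active = inhibition above the mean inhibition of all tested compounds plus 3 SD, computed separately for each screening campaign, cut at about 15% in these data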
Target sequence (P62136 whole entry, looked up): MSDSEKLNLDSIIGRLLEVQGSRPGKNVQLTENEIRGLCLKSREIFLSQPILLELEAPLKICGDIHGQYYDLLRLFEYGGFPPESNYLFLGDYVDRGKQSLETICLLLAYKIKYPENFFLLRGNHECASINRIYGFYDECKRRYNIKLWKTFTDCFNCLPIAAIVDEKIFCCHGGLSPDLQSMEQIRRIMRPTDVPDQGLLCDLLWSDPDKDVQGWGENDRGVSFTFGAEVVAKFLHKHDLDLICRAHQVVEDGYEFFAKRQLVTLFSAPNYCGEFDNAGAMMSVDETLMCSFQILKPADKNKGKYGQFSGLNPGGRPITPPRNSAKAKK
LYPLA2 counter: blocks human lysophospholipase 2, a PME1 counter-screen. O95372. recombinant LYPLA2, FP-Rh probe fluorescence polarization. inhibition, % at 5.9 µM. actives 0.38% (n = 320,000). AID 2177;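 active = inhibition above the screen-wide mean plus 3 SD, limit set per campaign, cut at about 26% in these data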;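 also: 0% = LYPLA2 with DMSO and 100% = wells lacking LYPLA2 enzyme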
The depositor's hits bear a star; · = no result given.

Second line of a record: TPT1 inhibitor	JMJD2C inh	HCV core dimer	CTSL1 counter	LYPLA2 counter	PP1 inh	Efflux pump mplx	PP5 inh	PREPL inh
CC(NC(=O)COC(=O)/C=C/c1cccc(C(F)(F)F)c1)c1ccccc1 (stereo not given)
  2	-5	8	0	4	-2	-0.1	0.1	2
COc1ccc(C(=O)NCC(=O)N=Nc2c(O)n(Cc3ccccc3)c3ccccc23)cc1OC
  -2	-14	5	3	1	6	-0.2	2.8	-51
O=C(NNc1cccc(Cl)n1)Nc1cccc(Cl)c1
  -1	-16	6	-5	-7	-2	0.2	1.2	-26
CCOC(=O)c1c(S(=O)(=O)NCC(=O)N2CCN(c3cccc(OC)c3)CC2)c(C)n(C)c1C
  -3	10	3	-6	7	-2	0.0	-2.0	10
COc1ccc(S(=O)(=O)N2CCOCC2)cc1NC(=O)c1ccc(-n2nc(C)cc2C)cc1
  -2	1	-1	-1	10	-1	0.1	-0.1	5
CCC(C)NC(=O)CC(c1ccc(OC)cc1)n1cccc1 (stereo not given)
  -3	-3	-2	1	0	5	0.0	-2.6	4
Cn1c(=O)oc2cc(S(=O)(=O)CCC(=O)N3CCN(c4ccccc4F)CC3)ccc21
  -3	2	4	-12	-12	6	0.2	1.8	18
Cc1ccc2cc(NC(=O)c3ccccc3)ccc2n1
  2	11	2	-4	1	2	0.1	0.9	-7
Cc1cccc(-n2c(Cc3cc(=O)[nH]c(=O)[nH]3)nnc2SCC(=O)N2CCc3ccccc32)c1
  0	-3	1	5	-5	-1	0.0	2.5	21
Cc1ccccc1N1C(S)=C(C#N)C(=O)NC12CCCCC2
  2	14	-2	-3	4	-2	-0.1	1.7	-2
CCOc1ccc(-c2c(C)n([O-])c3c([n+]2=O)CCCCC3)cc1
  2	7	1	6	-7	3	0.0	0.4	20
COc1ccc(C2=NS(=O)(=O)N(C)C(C(=O)N3CCCCC3)=C2)cc1OC
  -3	0	7	1	-6	-3	-0.2	-1.9	-6
CC(=O)Nc1ccc(S(=O)(=O)N2CCN(C(=O)Cc3ccccc3)CC2)cc1
  1	0	-16	7	-4	-7	-0.1	3.2	1
CCCCN(CC)C(=O)CSc1nc2ccccc2c(=O)n1CC1COc2ccccc2O1 (stereo not given)
  0	4	11	2	1	1	0.1	0.0	14
Cc1ccc(NC(=O)C2CCN(C(=O)c3ccco3)CC2)cc1
  0	-2	8	-1	2	3	0.0	0.0	-2
CCc1nc(NCCCN2CCOCC2)c2oc3ccccc3c2n1
  -5	12	-1	-1	4	-3	0.1	1.3	-10
COc1ccc(CC(=O)NCc2ccc3c(c2)cc(C)n3C)cc1OC
  1	-2	-6	2	-5	2	-0.2	-2.1	-1
CCc1ncc(C)nc1CC
  -1	6	-3	-2	3	-3	-0.1	1.2	0
C=CCSc1nc2ccccc2n1Cc1nnc(-c2cccs2)o1
  8	-4	16	-3	0	0	0.0	0.7	-8
COC(=O)/C(C#N)=C/c1c(Oc2cc(C)cc(C)c2)nc2c(C)cccn2c1=O
  -2	-15	2	-6	4	1	0.3	2.8	2
CCCCNC(=O)CSc1nc2ccccc2c(=O)n1Cc1ccc2c(c1)OCO2
  -5	-8	0	-1	9	-2	-0.1	0.5	0
CC1CCC(C(C)C)C2=C1C(C#N)(C#N)C(C#N)(C#N)C(c1ccccc1)N2 (stereo not given)
  5	-6	-15	2	-1	2	-0.3	2.6	10
O=C(c1ccco1)N1CCN(C(=O)C2CC(c3ccc(Cl)cc3)=NO2)CC1 (stereo not given)
  -6	22	1	1	7	0	0.1	2.8	13
COc1cc2c(c(OC)c1)C(c1ccncc1)CC(=O)N2 (stereo not given)
  2	2	4	-3	5	-1	-0.3	-1.5	-1
COCCn1c(SCC(=O)Nc2cc(C)cc(C)c2)nnc1C(C)C
  -5	-3	2	4	5	-6	-0.1	1.3	15
CS(=O)(=O)NN1C(=O)c2ccccc2NC1c1c[nH]c2ccccc12 (stereo not given)
  2	-1	-4	0	0	-1	0.9	4.0	2
Nc1ccn(Cc2cccc(Cl)c2)n1
  0	30	-4	-6	3	-3	-0.1	1.8	5
Cc1ccc(S(=O)(=O)N2CCCCC2)cc1NC(=O)CNCc1ccco1
  2	-8	-3	6	-6	-6	-0.1	-0.3	-2
Cc1ccc2nc(/C(C#N)=C/c3cn[nH]c3-c3ccc(F)cc3)[nH]c2c1
  2	-8	4	4	-21	-1	-0.1	5.4	16
O=C(COc1ccc2c(c1)CCC2)N1CCN(c2ccc(F)cc2)CC1
  3	24	9	1	2	-1	0.1	0.7	12
COc1ccc(/C(C)=N/NC(=O)CCC(=O)Nc2ccc(Cl)cc2Cl)c(OC)c1
  -7	-1	-7	1	10	2	-2.9	0.3	20
C/C(=N\NC(=O)c1cc2ccccc2cc1O)c1cccs1
  -3	-11	-19	4	7	13	-0.9	4.0	30
Cc1cc(NC(=O)CSc2n[nH]c(-c3ccc(Cl)cc3Cl)n2)no1
  ·	11	·	·	1	-3	-0.1	2.2	3
CC(=O)CC(C)=NCCN=C(C)CC(C)=O
  0	-8	-2	-2	-6	-1	-0.5	-1.5	3
CC(=O)c1cccc(Nc2nc(=O)c3cccnc3s2)c1
  0	-3	-1	-2	2	2	-0.7	0.8	6
O=C(CSc1ccccc1C(=O)NCc1ccccc1)NC1CCCCCCC1
  -2	-6	3	2	1	5	-0.2	0.6	-2
Cc1ccc(NC(=O)c2cccc(S(=O)(=O)N3CCN(C)CC3)c2)cc1F
  2	1	-1	-2	1	2	0.0	4.5	1
COc1ccc(N2C(=O)[C@H]3[C@@H](C2=O)C2c4ccccc4C=NN2[C@H]3C(=O)C(C)(C)C)cc1 (stereo not given in full)
  -2	-4	3	-3	2	-4	-0.1	0.0	-2
COc1ccccc1C(=O)NCCC(=O)Nc1ccc(C)cn1
  2	2	-1	-2	2	-4	-2.4	-0.8	6
Cc1cc(C)c(NC(=O)Nc2ccccc2)c(Cl)c1
  -2	2	-6	-3	2	4	-0.2	1.4	10
Cc1c(Cl)cn2c(=O)cc(CN3CCN(c4ccc(F)cc4)CC3)nc2c1Cl
  2	5	19	-7	-3	-1	0.2	-1.2	8
CC(=O)c1ccc(N(CC(=O)NCc2ccc3c(c2)OCO3)C(=O)c2csnn2)cc1
  2	-35	-3	-1	0	-1	0.1	0.5	-1
COC(=O)NNC(=O)C(C)Oc1ccc(Cl)cc1Cl (stereo not given)
  -5	-4	-1	-3	2	-1	-0.1	2.3	0
Cc1ccsc1C(=O)NCCc1ccco1
  ·	-7	·	·	6	-1	-0.1	0.6	18
CN1CCN(c2ccc(NC(=O)c3ccc(Cl)cc3)cn2)CC1
  -3	3	0	0	-5	-3	0.1	1.1	4
CCOc1ccc(NC(=O)C2CCCN2S(=O)(=O)c2ccc(OCC)cc2)cc1 (stereo not given)
  -1	16	-19	0	-3	4	-0.4	2.4	16
Brc1ccc(CSc2ccc3nnc(-c4cccnc4)n3n2)cc1
  0	-1	13	-2	6	8	0.1	-0.5	20
N#CC1=C(N)Oc2n[nH]c(-c3ccccn3)c2C1c1c(F)cccc1Cl (stereo not given)
  -1	-16	0	6	-7	-6	0.2	5.5	7
Cc1cc(/C=C2/SC(=O)N(CC(=O)N3CCCC3)C2=O)ccc1N1CCOCC1
  38*	-9	-5	1	8	0	0.0	1.1	13
Nc1cc(Cl)ccc1N1CCCC1
  -1	-3	-1	-1	4	3	0.1	-1.7	15
CC(C)N1CCC(=NNC(=O)c2ccccc2[N+](=O)[O-])CC1
  3	5	3	0	3	-2	0.0	-1.6	4
CC(C)c1nnc(NC(=O)c2c(O)c3cccc4c3n(c2=O)CCC4)s1
  -4	4	-5	-2	5	2	-0.3	1.0	7
CC(C)c1cc(C(=O)NC2CCCc3c2cnn3-c2ccccc2F)no1 (stereo not given)
  -3	0	5	1	5	0	0.0	0.4	2
Cc1nnc2ccc(-c3ccc(NS(=O)(=O)c4ccccc4[N+](=O)[O-])cc3)nn12
  ·	10	·	·	8	6	-0.1	1.4	19

Compounds from the list above that have a cyano group:
Second line of a record: TPT1 inhibitor	JMJD2C inh	HCV core dimer	CTSL1 counter	LYPLA2 counter	PP1 inh	Efflux pump mplx	PP5 inh	PREPL inh
Cc1ccccc1N1C(S)=C(C#N)C(=O)NC12CCCCC2
  2	14	-2	-3	4	-2	-0.1	1.7	-2
COC(=O)/C(C#N)=C/c1c(Oc2cc(C)cc(C)c2)nc2c(C)cccn2c1=O
  -2	-15	2	-6	4	1	0.3	2.8	2
CC1CCC(C(C)C)C2=C1C(C#N)(C#N)C(C#N)(C#N)C(c1ccccc1)N2 (stereo not given)
  5	-6	-15	2	-1	2	-0.3	2.6	10
Cc1ccc2nc(/C(C#N)=C/c3cn[nH]c3-c3ccc(F)cc3)[nH]c2c1
  2	-8	4	4	-21	-1	-0.1	5.4	16
N#CC1=C(N)Oc2n[nH]c(-c3ccccn3)c2C1c1c(F)cccc1Cl (stereo not given)
  -1	-16	0	6	-7	-6	0.2	5.5	7

Molecules above that have a thiophene ring, fused or not (3):
Second line of a record: TPT1 inhibitor	JMJD2C inh	HCV core dimer	CTSL1 counter	LYPLA2 counter	PP1 inh	Efflux pump mplx	PP5 inh	PREPL inh
C=CCSc1nc2ccccc2n1Cc1nnc(-c2cccs2)o1
  8	-4	16	-3	0	0	0.0	0.7	-8
C/C(=N\NC(=O)c1cc2ccccc2cc1O)c1cccs1
  -3	-11	-19	4	7	13	-0.9	4.0	30
Cc1ccsc1C(=O)NCCc1ccco1
  ·	-7	·	·	6	-1	-0.1	0.6	18

Only part of the results is shown; rates above refer to the full screens.
